GALK inhibitor – qHTS Assay for Inhibitors of Human Galactokinase (GALK). AID 1868, 2009. P51570. Purified GALK, Kinase-Glo residual ATP luminescence. 270,000 tested, 0.007% active. Potency, µM (doses to about 57.5 µM), without a hit: at the highest dose activity change, negative = inhibition, actives largely listed as inhibitors; note: potency is the fitted concentration of half-maximal effect; % is set by controls: 0 for no effect and ±100 for the full control effect
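The enzyme phosphorylates galactose (100 uM) using ATP (35 uM); inhibition is detected as higher residual ATP, quantified by bioluminescence after 1 h reaction at room temperature, pH 8.0.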
KCNH2 WT inh – qHTS for Inhibitors of KCHN2 3.1: Wildtype qHTS; Voltage-gated inwardly rectifying potassium channel KCNH2 (Homo sapiens), Q12809; U2OS, BacMam KCNH2, thallium flux FluxOr; active compounds read low; activity change, % at 1.84 µM; 340,000 tested, 0.37% active; AID 720551, 2013;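 active = maximum activity change below -70%; inconclusive = maximum activity change between -70% and -50%; inactive = maximum activity change above -50%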; note: % is set by controls: 0 for no effect and ±100 for the full control effect
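U2OS cells transduced with wild-type KCNH2 virus are loaded with FluxOr dye for 45 min, and thallium flux is measured in kinetic reads before and after stimulation buffer. Rate constants are normalized to DMSO controls.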
A-T KAP1 phos – qHTS Assay for Identifying a Potential Treatment of Ataxia-Telangiectasia. 320,000 tested, 0.19% active. Potency, µM (doses to about 57.5 µM), without a hit: at the highest dose activation, most hits filed as activators. AID 485349, 2010. […] A-T fibroblasts, KAP-1 phosphorylation AlphaLISA; neocarzinostatin DNA damage 30 min before lysis; note: potency is the fitted concentration of half-maximal effect; % of control where 0% means no effect; nearly all actives have a fitted effect of over 45% in size
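ATM-like activity read as KAP-1 phosphorylation via AlphaLISA donor/acceptor antibody pairs after lysis and 6 hr at 25C. Cells were ATM-null patient fibroblasts ([…], hTERT), dosed 60 min, then exposed to the DSB inducer NCS for 30 min.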
Coupling enz – qHTS Assay for Inhibitors of Fructose-1,6-bisphosphate Aldolase from Giardia Lamblia: Coupling assay counterscreen | coupling enzyme system counterscreen, AmpLite Red fluorescence | activity change, negative = inhibition, % at 58.2 µM, hits read low | 290,000 tested, 0.67% active | AID 2472, 2010; in the data active = activity change below about -30%; note: % is set by controls: 0 for no effect and ±100 for the full control effect
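Final compound at 57.5 uM, incubated 10 min at RT with coupling enzyme reagent (glyceraldehyde-3-phosphate), then 20 min with substrate and AmpLite Red detection. Fluorescence read at 525/598 nm; tests interference with the coupling assay, not aldolase inhibition.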
MLL CXXC-DNA inh – qHTS Fluorescence Polarization Assay for Inhibitors of MLL CXXC domain - DNA interaction. MLL-CXXC / FITC-HOXA9 DNA fluorescence polarization. 290,000 tested, 0.037% active. Potency, µM (titrated, usually from 115 µM), for the others: at the highest dose activity change, negative = inhibition, hits mostly inhibitors. AID 2662, 2010; active = well fitted inhibition curve with a large enough effect in the polarisation, with a control signal flat, not every such curve was filed as active; inconclusive = small, poorly fitted or top-dose-only effect, or effect the other way, or a change in a side signal; inactive = no such curve, though single readings can be large or run the other way; the % refers to the polarisation; note: potency is the fitted concentration of half-maximal effect
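Fluorescence polarization: 7 uM MLL-CXXC (stock) preincubated 5 min with compounds, then 50 nM fluorescein-HOX-A9 DNA (stock) added; 30 min ambient. Buffer 50 mM Tris-HCl pH 7.5, 50 mM NaCl, 1 mM DTT, 0.05% BSA.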
TRPV1 agonist – HTS Assay for Compounds that Act as Agonists of the Vanilloid Receptor 1; 320,000 tested, 0.19% active; TRPV1-expressing cells, Fluo-8 calcium influx, agonist mode; Transient receptor potential cation channel subfamily V member 1 (Homo sapiens), Q8NER1; activation, % at 8.33 µM; AID 540275, 2011; in the data active = activation above about 80%; inconclusive = between about 30% and that limit; note: 0% is about no effect
Target sequence (Q8NER1 whole entry, looked up): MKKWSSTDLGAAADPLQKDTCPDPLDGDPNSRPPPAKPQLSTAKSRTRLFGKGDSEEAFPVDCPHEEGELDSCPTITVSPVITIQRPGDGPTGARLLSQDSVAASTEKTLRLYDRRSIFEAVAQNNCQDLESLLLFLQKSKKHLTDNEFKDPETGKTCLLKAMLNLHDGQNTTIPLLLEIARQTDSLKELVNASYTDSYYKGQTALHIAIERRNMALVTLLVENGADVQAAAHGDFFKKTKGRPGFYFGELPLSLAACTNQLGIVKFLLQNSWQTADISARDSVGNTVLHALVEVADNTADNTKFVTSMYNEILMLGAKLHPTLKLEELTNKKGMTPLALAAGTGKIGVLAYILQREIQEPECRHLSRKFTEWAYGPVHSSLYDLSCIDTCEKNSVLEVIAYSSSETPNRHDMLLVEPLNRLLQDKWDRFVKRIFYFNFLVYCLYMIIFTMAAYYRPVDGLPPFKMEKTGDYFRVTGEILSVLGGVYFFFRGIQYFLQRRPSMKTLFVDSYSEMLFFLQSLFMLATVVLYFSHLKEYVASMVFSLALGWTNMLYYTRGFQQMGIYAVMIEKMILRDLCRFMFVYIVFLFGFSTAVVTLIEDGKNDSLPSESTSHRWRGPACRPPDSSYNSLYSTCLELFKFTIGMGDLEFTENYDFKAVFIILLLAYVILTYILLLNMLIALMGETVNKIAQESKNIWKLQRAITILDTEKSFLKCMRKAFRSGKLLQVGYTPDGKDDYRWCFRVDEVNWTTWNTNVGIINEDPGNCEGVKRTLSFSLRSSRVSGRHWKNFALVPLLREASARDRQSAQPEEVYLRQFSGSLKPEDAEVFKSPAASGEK
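Cells expressing TRPV1 were dye-loaded with Fluo-8 and read kinetically: 10 s baseline, 3 min after compound (agonist portion), then 2 min after EC20 capsaicin (allosteric enhancer portion). Calcium-bound dye fluorescence at 480/520 nm.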
KCNH2 3.1 block – qHTS for Inhibitors of KCHN2 3.1: Mutant qHTS; U2OS KCNH2 3.1, thallium flux FluxOr; active compounds read low; activity change, % (tested at about 1.8 µM); 340,000 tested, 0.95% active; AID 720553, 2013;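 active = maximum activity change below -70%; inconclusive = maximum activity change from -70% to -50%; inactive = maximum activity change above -50%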;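 note: thallium influx rate constant from kinetic fluorescence after stimulation buffer; % is set by controls: 0 for no effect and ±100 for the full control effect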
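Virally transduced U2OS (3.1 isoform, 4 h infection in dark at RT) → overnight 37 C → FluxOr + Red40 in HBSS/HEPES, 45 min → stimulation buffer, 2 min kinetic read → rate constant vs DMSO controls.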
MBNL1 CUG block – qHTS Assay for Inhibitors of MBNL1-poly(CUG) RNA binding; AID 2675, 2010; Muscleblind-like protein 1 (Homo sapiens), Q9NR56; 280,000 tested, 0.036% active; Potency, µM (doses to about 57.5 µM), for the others: at the top dose activity change, negative = inhibition, actives largely listed as inhibitors; TR-FRET MBNL1-His/biotin-(CUG)12 binding, 665/545 ratio; active = well fitted inhibition curve with a large enough effect in the signal ratio, with a control signal flat, not every such curve was filed as active; inconclusive = small, poorly fitted or top-dose-only effect, or effect the other way, or a change in a side signal; inactive = no such curve, though single readings can be large or run the other way; the % refers to the signal ratio; note: potency is the fitted concentration of half-maximal effect; % is set by controls: 0 for no effect and ±100 for the full control effect
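TR-FRET between His-tagged MBNL1 and biotin-(CUG)12 RNA, detected with Tb anti-His antibody (0.055 ng/ul) and streptavidin-XL665 (5 nM), 60 min at room temperature. Compounds titrated 92 nM to 58 uM; 665/545 nm ratio normalized to buffer and complex controls.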
S-ASM inh – Inhibitors of Secretory Acid Sphingomyelinase (S-ASM): qHTS | placental ASM, HMU-PC fluorogenic substrate, 60 min | 340,000 tested, 0.006% active | AID 504937, 2011 | Sphingomyelin phosphodiesterase (Homo sapiens), P17405 | Potency, µM (highest dose often 57.5 µM), without a hit: at the highest dose activity change, negative = inhibition, most hits filed as inhibitors; note: potency is the fitted concentration of half-maximal effect
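Fluorescence read-out (Ex 386 nm, Em 447 nm) after stopping the reaction at pH 10. Enzyme: ASM from human placenta; substrate HMU-PC0, 9 uM final; 60 min, 37 °C. Compound preincubation 10 min, ambient temperature.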
a7 integrin act – qHTS for Activators of Integrin-Mediated Alleviation for Muscular Dystrophy; alpha7betagal myoblasts, beta-gal FDG fluorescence, 48 h; 350,000 tested, 0.064% active; Potency, µM (series often up to 38.3 µM), for the others: at the highest dose activation, actives largely listed as activators; AID 624291, 2012;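 note: potency is the fitted concentration of half-maximal effect; 100% = response of the positive control SU9516; nearly all actives have a fitted effect of over 60% in size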
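alpha7betagal+/- myoblasts (passage 13, 250/well) treated 48 h at 37C with compounds at 1:260 dilution of DMSO stock. Lysed, then beta-galactosidase activity read as FDG fluorescence (ex 480/em 540) after 30 min, with pre-read for autofluorescence.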
An asterisk follows results filed as active; ? = inconclusive; . = no result given; [ ] = another dose, or the depositor's remark. Unless noted, calls come from the whole dose curve; as a rule, active = well fitted curve in the direction sought with a large enough effect; inconclusive = small, poorly fitted or top-dose-only effect, or another doubt; inactive = no such curve, though single readings can be large; an effect the other way counts as inactive or inconclusive. Not a hit list; overall some 2% were active at least once.

SMILES | GALK inhibitor | KCNH2 WT inh | A-T KAP1 phos | Coupling enz | MLL CXXC-DNA inh | TRPV1 agonist | KCNH2 3.1 block | MBNL1 CUG block | S-ASM inh | a7 integrin act
O=C(NCc1ccc(-c2nc3ccccc3s2)cc1)c1ccc(Br)o1 | 1% | -1 | 10% | 0 | 18% | 1 | 3 | . | 5% | -8%
COCCCn1c(SC(C)C(=O)Nc2c(C)n(C)n(-c3ccccc3)c2=O)n[nH]c1=O (stereo not drawn) | . | -1 | -2% | . | . | 1 | -3 | . | 0% | -5%
Cc1nnc(SCc2cc(=O)oc3cc(O)ccc23)n1Cc1ccccc1 | -2% | -2 | 2% | 2 | -7% | -3 | -1 | ? | 43%[activator] | -21%
Cc1[nH]c(C)c(S(=O)(=O)N2CCN(c3cccc(Cl)c3)CC2)c1C(=O)N1CCCCC1 | 1% | -5 | 3% | -1 | -5% | -5 | 5 | 4% | 0% | 0%
O=C1CCC(=O)N1c1ccc(S(=O)(=O)Nc2ccc(Br)cc2)cc1 | 0% | -4 | 8% | 2 | 19% | 7 | 0 | -3% | -1% | -1%
CSc1ccccc1NC(=O)COc1ccc(S(=O)(=O)N2CCCC2)cc1 | -3% | -3 | 10% | 6 | 0% | -8 | 8 | -9% | 2% | 13%
Nc1ccc2c(c1Cl)C(=O)c1ccc(N)c(Cl)c1C2=O | -1% | -4 | -8% | 1 | 2% | -3 | 8 | ? | -1% | -9%
O=C(O)c1ccccc1SC1CC(=O)N(c2ccc3c(c2)OCO3)C1=O (stereo not drawn) | 3% | 15 | -11% | 1 | -13% | 2 | 23 | -3% | 0% | 37%
CCOC(=O)c1ccc(NC(=O)CCc2nc(-c3ccc(Cl)cc3)no2)cc1 | 1% | 9 | . | -1 | -4% | 1 | -23 | -3% | -13% | -20%
COc1cc2[nH]c(=O)n(CCC(=O)N3CCN(Cc4ccccc4)CC3)c(=O)c2cc1OC | 10% | 2 | -2% | -3 | ? | 0 | 16 | . | 2% | 10%
COc1cc(C(=O)COC(=O)Cc2cnc3sccn23)cc(OC)c1OC | 4% | -20 | 1% | -1 | -4% | -3 | -1 | -6% | 0% | 9%
Nc1cccc(N=[N+]([O-])c2cccc(N)c2)c1 | . | 3 | . | . | . | . | 33 | . | -3% | 17%
CN1CCN(S(=O)(=O)c2ccc(N3CCN(C(=O)c4ccccc4)CC3)nc2)CC1 | 0% | -2 | 4% | 0 | -8% | -3 | ? | -3% | -2% | 2%
COc1ccc(C(C(=O)NCc2ccccc2)N(C(=O)c2snc(C(N)=O)c2N)c2ccccc2OC)cc1OC (stereo not drawn) | 1% | 36 | 4% | 0 | 13% | -3 | -25 | 12% | . | 10%
N/C(=N\N=C\c1cccc(O)c1)c1nonc1N | 13% | -5 | 16% | -1 | 4% | 1 | -6 | ? | -2% | 5%
CCOC(=O)Cc1csc(NC(=O)CCC(=O)O)n1 | 0% | -13 | -10% | 9 | -3% | -4 | 17 | . | -1% | -24%
COc1ccc(OC)c(C2=NOC(C(=O)NCc3ccccn3)C2)c1 (stereo not drawn) | 5% | -2 | . | 0 | 2% | -2 | 0 | -1% | 0% | -3%
C/C(=N\NC(=O)C(O)c1ccccc1)c1ccc(Cl)s1 (stereo not drawn) | 5% | -25 | 1% | 0 | -6% | 24 | -6 | ? | 1% | ?
C[C@H](CO)N1C[C@H](C)[C@@H](CN(C)S(=O)(=O)c2cn(C)cn2)Oc2c(NS(=O)(=O)c3ccccc3)cccc2C1=O | . | -30 | 9% | . | . | . | 0 | . | 1% | 21%
COc1cc(NC(=O)CNC(=O)Cn2c(C)cc3ccccc3c2=O)cc(OC)c1OC | 0% | 0 | -4% | 4 | -2% | 7 | 11 | -1% | -1% | 3%
COc1ccc(OCCSc2nc3nc(C)cc(C)n3n2)cc1 | 8% | -48 | 0% | -3 | 10% | -1 | 4 | 4% | -3% | ?
COc1cc(NC(=O)CCC(=O)O)nc(OC)n1 | 0% | -22 | . | 1 | 0% | -1 | -15 | -7% | 0% | -6%
COC(C[C@H](O)[C@@H](C)[C@@H](O)COCc1ccccc1)OC | 5% | -18 | -23% | 2 | -1% | -2 | 6 | -8% | 2% | -6%
S=c1[nH]nc(COc2ccccc2)n1/N=C/c1ccc(Br)s1 | -4% | 15 | -5% | 1 | 6% | ? | 24 | 13% | -14% | 29%
CCOC(=O)C1CCN(C(=O)COC(=O)c2ccccc2C(=O)c2ccc(Cl)cc2)CC1 | . | 37 | 0% | . | . | -3 | -28 | . | 0% | -7%
CCOC(=O)c1sc2nc(C)c([N+](=O)[O-])c(COC)c2c1N | 2% | -1 | 3% | -3 | 3% | 11 | -21 | 17% | -4% | -10%
CCn1c(CCNC(=O)c2ccc(C)cc2)n[nH]c1=S | 2% | 8 | 10% | -1 | ? | 1 | 1 | -4% | 8% | 23%
Cc1ccc([N+](=O)[O-])c(OCCCN2CCCCCC2)c1 | 4% | . | 2% | 0 | 0% | -2 | -4 | 9% | -3% | -16%
OC1CCCN(CC(O)c2ccccc2)C1 (stereo not drawn) | 0% | . | 1% | 0 | 6% | 2 | 4 | 5% | 6% | -21%
CC12CCCCC1C(C(N)=O)C(=O)O2 (stereo not drawn) | . | -22 | . | . | . | . | -14 | . | -1% | 18%
CCC(CO)Oc1cc(NCc2ccccc2C)c2ncn(C(C)C)c2c1 (stereo not drawn) | . | -9 | 5% | . | . | . | 12 | . | -4% | 7%
CCC(=NN=C(CC)c1ccccc1O)c1ccccc1O | . | -14 | . | . | . | . | -17 | . | -15% | 9%
O=C(CN1CCCCCC1)OCCN=C1NS(=O)(=O)c2ccccc21 | 1% | -1 | -6% | 1 | -1% | 1 | 8 | -2% | 1% | 6%
O=C(Nc1nccs1)C1CCN(S(=O)(=O)c2cccs2)CC1 | -2% | 2 | 3% | 2 | -6% | 28 | -2 | -2% | 0% | -15%
CCOc1cc(C(=O)OCC(=O)NCc2ccco2)cc(OCC)c1OCC | 6% | -9 | -3% | 5 | -5% | 10 | 6 | 0% | -2% | -24%
Cc1ccc(CNC(=O)Cn2cc(C(F)(F)F)ccc2=O)cc1 | 1% | 19 | . | 3 | 4% | -4 | 9 | -1% | 1% | -12%
CC(NC(=O)c1ccc([N+](=O)[O-])cc1Cl)C1CC2CCC1C2 (stereo not drawn) | 14% | 33 | 6% | 1 | 26% | 23 | 2 | ? | -5% | 14%
NC(=O)NC(Cc1ccccc1)C(=O)NCCCSc1ccccc1 (stereo not drawn) | -1% | -1 | -6% | 2 | -1% | 0 | 1 | -11% | 1% | -40%
Cc1cccc(C)c1N1CCN(S(=O)(=O)c2ccc(F)cc2)CC1 | -2% | -2 | -1% | -6 | -1% | 1 | -24 | 2% | -4% | -24%
C=CCn1c2ccccc2c(=O)c2cc(C#Cc3ccsc3)ccc21 | . | . | -4% | 0 | 49%[activator] | -3 | . | 17% | . | .
O=C(Nc1ccccc1Cl)N1CCN(C/C=C/c2ccccc2)CC1 | 2% | 9 | 6% | 0 | 11% | 17 | -8 | 5% | 1% | 6%
Cc1cccc(C(=O)N(C(=O)c2cccc(C)c2)N(C)C)c1 | . | -1 | . | . | . | . | 4 | . | -1% | 7%
O=C(CNC(=O)N1CC(=O)Nc2ccccc21)NCc1ccccc1Cl | 0% | -1 | 2% | -1 | 2% | -2 | 6 | 2% | 4% | 16%
CCOC(=O)CSc1nc2c(c(=O)n(C)c(=O)n2C)n1CCCc1ccccc1 | 2% | -1 | 2% | 2 | 8% | -1 | -4 | -5% | -2% | -15%
S=c1[nH]nc(Nc2ccc(Cl)cc2)s1 | 5% | 12 | -8% | -1 | -12% | -13 | -91* | 0% | -3% | 33%
CCOC(=O)C1=NN(C(=O)COc2ccccc2)C(O)(c2ccc(Cl)cc2)C1 (stereo not drawn) | 2% | 4 | -1%[11.5 µM] | 3 | -4% | 11 | ? | -3% | -4% | 22%

Screens from PubChem BioAssay.
